mcGAS MS inh = inhibitors of Mus musculus cyclic GMP-AMP synthase, initial high-throughput assay, cell-free, RapidFire MS; inhibition, % at 12.5 µM; recombinant mouse cGAS, cGAMP by RapidFire MS; 0.18% of 130,000 active; Q8C6L5;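 active = inhibition of cGAS enzyme activity at or above 60%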;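 also: enzyme stimulated by 45 bp dsDNA with ATP and GTP substrates; cGAMP share of summed cGAMP plus half ATP and half GTP signals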
Target sequence (Q8C6L5 whole entry, looked up): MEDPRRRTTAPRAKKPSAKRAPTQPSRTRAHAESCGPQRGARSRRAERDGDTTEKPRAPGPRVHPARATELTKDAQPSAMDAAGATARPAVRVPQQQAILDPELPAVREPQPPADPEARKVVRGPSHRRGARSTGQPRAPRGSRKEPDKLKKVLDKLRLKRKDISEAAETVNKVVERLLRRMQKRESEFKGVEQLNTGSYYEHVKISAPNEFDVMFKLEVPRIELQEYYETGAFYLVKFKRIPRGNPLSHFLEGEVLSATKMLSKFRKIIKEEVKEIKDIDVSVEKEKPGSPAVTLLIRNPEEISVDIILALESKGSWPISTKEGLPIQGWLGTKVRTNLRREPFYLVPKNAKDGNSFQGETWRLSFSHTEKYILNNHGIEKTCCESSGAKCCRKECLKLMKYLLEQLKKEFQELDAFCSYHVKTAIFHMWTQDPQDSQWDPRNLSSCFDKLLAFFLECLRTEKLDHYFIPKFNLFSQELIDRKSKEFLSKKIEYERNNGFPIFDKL
* hit, by the source's call; & = joins results of further samples.

Results for Cc1c(NC(=O)Nc2cnn(C)c2)cccc1OC(F)F ?
mcGAS MS inh: -3

Results for CN(CCOc1ccccc1)C(=O)c1cc2ccccc2oc1=O ?
mcGAS MS inh: -7

How did S=c1[nH]nc(C2CCCCC2)n1-c1ccc(Cl)c(Cl)c1 do in these assays?
mcGAS MS inh: 0

What do the screens show for `Cc1ccc(CNC2CCCCc3ccccc32)s1` (centres undefined)?
mcGAS MS inh: -1

Results for CC(C)CN(C(=O)c1cc(C2CC2)[nH]n1)C1CCN(C)CC1 ?
mcGAS MS inh: -3

What do the screens show for `Cc1ccc(-c2ccc(=O)n(CCCNC(=O)c3ccc(F)c(F)c3)n2)cc1`?
mcGAS MS inh: 3

How did CCN(CCNS(=O)(=O)N1CCOCC1)c1ccccc1C do in these assays?
mcGAS MS inh: -10

How did COC(C(=O)Nc1ccnn1C1CCN(C(=O)c2sccc2C)CC1)c1ccccc1 (centres undefined) do in these assays?
mcGAS MS inh: -3

Results for COc1ccc(NC2CCCN(C(=O)c3ccc4sc(C)nc4c3)C2)cc1 (centres undefined) ?
mcGAS MS inh: -4

Results for Cc1cc2c(SCC(=O)NCc3ccco3)ncnc2s1 ?
mcGAS MS inh: -1

What do the screens show for `Cc1nn(S(=O)(=O)c2cccs2)c(C)c1Sc1ccccc1`?
mcGAS MS inh: -4

How did Cc1ccn(C(=O)c2ccc3c(c2)CCCN3S(C)(=O)=O)c(=NC2CCCCC2)c1 do in these assays?
mcGAS MS inh: 1

What do the screens show for `C=CCc1c(C)nc2c(-c3cccc(Cl)c3)c(C)[nH]n2c1=O`?
mcGAS MS inh: 0

How did O=C(c1coc(COc2ccccc2F)n1)N1CCc2sccc2C1 do in these assays?
mcGAS MS inh: -8

Results for CCCCCCc1cc2cc(-c3csc(Nc4ccc(Cl)cc4Cl)n3)c(=O)oc2cc1O ?
mcGAS MS inh: -5

What do the screens show for `CC1CC(N(C)C(=O)CNC(=O)C2CC2)CCN1Cc1ccccc1` (centres undefined)?
mcGAS MS inh: -1

What do the screens show for `O=C(CCc1nc2ccccc2[nH]c1=O)OCc1cccc(F)c1`?
mcGAS MS inh: -1

What do the screens show for `CC(C)NC(=O)c1nnc2n1CCN(C(=O)c1cccn1C)C2`?
mcGAS MS inh: -6

How did CC(=O)Oc1ccc(Cn2c(C)c(C(=O)NCCC#N)sc2=O)cc1 do in these assays?
mcGAS MS inh: -11

Results for CC(Oc1ccccc1Cl)C(=O)N1CCOC(COc2ccc(F)cc2)C1 (centres undefined) ?
mcGAS MS inh: -6

Arranged by formula weight (descending): 7 of the compounds above
How did O=C(c1coc(COc2ccccc2F)n1)N1CCc2sccc2C1 do in these assays?
mcGAS MS inh: -8

What do the screens show for `Cc1nn(S(=O)(=O)c2cccs2)c(C)c1Sc1ccccc1`?
mcGAS MS inh: -4

How did CCN(CCNS(=O)(=O)N1CCOCC1)c1ccccc1C do in these assays?
mcGAS MS inh: -10

Results for Cc1cc2c(SCC(=O)NCc3ccco3)ncnc2s1 ?
mcGAS MS inh: -1

What do the screens show for `C=CCc1c(C)nc2c(-c3cccc(Cl)c3)c(C)[nH]n2c1=O`?
mcGAS MS inh: 0

Results for CC(C)CN(C(=O)c1cc(C2CC2)[nH]n1)C1CCN(C)CC1 ?
mcGAS MS inh: -3

Results for Cc1c(NC(=O)Nc2cnn(C)c2)cccc1OC(F)F ?
mcGAS MS inh: -3

The main list resumes with the 2 entries that preceded the break.
How did CC(=O)Oc1ccc(Cn2c(C)c(C(=O)NCCC#N)sc2=O)cc1 do in these assays?
mcGAS MS inh: -11

Results for CC(Oc1ccccc1Cl)C(=O)N1CCOC(COc2ccc(F)cc2)C1 (centres undefined) ?
mcGAS MS inh: -6

What do the screens show for `COc1nc(Nc2ccccc2[N+](=O)[O-])nc(OC)n1`?
mcGAS MS inh: -4

What do the screens show for `CC(C(=O)Nc1ccc(Cl)cn1)N(C)Cc1ccsc1` (centres undefined)?
mcGAS MS inh: 83*

Results for Cc1cc(C)nc(-n2nc(C(C)(C)C)cc2OCC(=O)NCc2ccccc2)n1 ?
mcGAS MS inh: 1

What do the screens show for `Cc1nc2c(c(=O)[nH]1)CSCC2`?
mcGAS MS inh: 1

What do the screens show for `CC(=O)NC1CCN(C(=O)c2cnn(-c3ccc(Cl)cc3C)c2N)C1` (centres undefined)?
mcGAS MS inh: -6

How did O=C(c1cn(-c2ccccc2)nn1)N1CCSCC1 do in these assays?
mcGAS MS inh: -25

Results for CC(CC(=O)NN)C1(O)CCCCC1 (centres undefined) ?
mcGAS MS inh: -41

What do the screens show for `CC(C)CNc1ncccn1`?
mcGAS MS inh: 6

What do the screens show for `CCOCCN1CCN(c2ncc(Cl)cc2Cl)CC1`?
mcGAS MS inh: -5

How did O=C(Cc1cccs1)Nc1cc2c(cc1Cl)NC(=O)CO2 do in these assays?
mcGAS MS inh: -6

Results for COc1ccc(OC)c(NC(=O)N2CCC(N3CCCCC3)CC2)c1 ?
mcGAS MS inh: 2

What do the screens show for `O=C(CCNc1ncccn1)NCC(c1cccc(Cl)c1)N1CCCC1` (centres undefined)?
mcGAS MS inh: -1

How did COCCNC(=O)c1ccc(OC2CCN(Cc3cccc(C)n3)CC2)c(Cl)c1 do in these assays?
mcGAS MS inh: -5

How did O=C(O)c1ccc(=O)n(Cc2ccccc2)c1 do in these assays?
mcGAS MS inh: -4

How did COc1ccc(Cl)c2sc(N(Cc3cccnc3)C(=O)c3ccc(C#N)cc3)nc12 do in these assays?
mcGAS MS inh: -10

How did CCOCCn1c(CN(Cc2ccccc2)Cc2ccccc2)nc2c1c(=O)n(C)c(=O)n2C do in these assays?
mcGAS MS inh: 4

What do the screens show for `Cc1cc(=O)oc(C)c1C(=O)NCCCN(CC(C)C)CC(C)C`?
mcGAS MS inh: -3

Results for CCOc1ccccc1C(=O)NCCCC(=O)Nc1cccc(C#N)c1 ?
mcGAS MS inh: -11

Results for Cc1cccc(OC(=O)C2CC2)c1C ?
mcGAS MS inh: -3

What do the screens show for `CC1CCCN(C(=O)Cn2cnnc2S(C)=O)C1` (centres undefined)?
mcGAS MS inh: -6

How did CN1Cc2ccccc2N(CC(=O)NCc2n[nH]c3c2CCC3)C1=O do in these assays?
mcGAS MS inh: -2

How did O=C(N1C[C@@H]2C3CCC(CC3)[C@@H]2C1)C1(S(=O)(=O)c2ccccc2)CC1 do in these assays?
mcGAS MS inh: -24

Results for O=C(CSc1nc2sc3c(c2c(=O)n1Cc1ccco1)CCC3)c1cccs1 ?
mcGAS MS inh: -8

How did COc1cc(NC(=O)CN2CCC(C(=O)N3CCCC3)CC2)c(OC)cc1Cl do in these assays?
mcGAS MS inh: 3

What do the screens show for `O=C(NC1CC1)C(=O)N1CCN(C(=O)c2c[nH]cc2-c2ccccc2)CC1`?
mcGAS MS inh: 0

What do the screens show for `Cc1ncc(-c2c(-c3ccccc3)ncn2CCN2CCCCC2CO)[nH]1` (centres undefined)?
mcGAS MS inh: -1

What do the screens show for `CCN(C)C(=O)c1coc(N2CCN(Cc3ccccc3C#N)C2=O)n1`?
mcGAS MS inh: -8

How did CC1CCC(NC(=O)CN(CCN2CCCS2(=O)=O)c2cccc(F)c2)CC1 (centres undefined) do in these assays?
mcGAS MS inh: -6

Results for O=C(c1cccc(Cl)c1)N(Cc1ccco1)C1CCS(=O)(=O)C1 (centres undefined) ?
mcGAS MS inh: -5

How did O=c1c2c(cnn2-c2ccccc2)c(C2CC2)nn1Cc1ccccc1Cl do in these assays?
mcGAS MS inh: -6

Results for CC(=O)Cn1c(=O)c2c(nc3n(CCc4ccccc4)c(C)cn23)n(C)c1=O ?
mcGAS MS inh: -6

Results for CN(Cc1cc(-c2cccs2)n[nH]1)S(=O)(=O)NCc1ccccc1 ?
mcGAS MS inh: -31

How did CCCCC1CCC(C(=O)Nc2c3c(nn2-c2ccc([N+](=O)[O-])cc2)CS(=O)(=O)C3)CC1 (centres undefined) do in these assays?
mcGAS MS inh: -8

What do the screens show for `Cc1[nH]c(=O)c(C#N)c(C)c1CCC(=O)O`?
mcGAS MS inh: 5

Results for O=C(NCC1CCCO1)NC(CCCc1ccccc1)c1ccccc1 (centres undefined) ?
mcGAS MS inh: -3

Results for CCS(=O)(=O)c1ccc(Cl)c(C(=O)Nc2ccc(F)cc2)c1 ?
mcGAS MS inh: 11

How did Cc1cc2ncccc2nc1Cl do in these assays?
mcGAS MS inh: -2

How did CN1C(=O)CC(C(=O)Nc2nc3ccccc3[nH]2)C1c1ccccc1 (centres undefined) do in these assays?
mcGAS MS inh: -1

What do the screens show for `Cc1ccc(-c2nc(CN(CCO)Cc3cccs3)c(C)o2)o1`?
mcGAS MS inh: -16&9

What do the screens show for `CCC1(C)NC(=O)N(CC(=O)O)C1=O` (centres undefined)?
mcGAS MS inh: 20

Results for O=C1NC(=O)C2C3C=CC(C3=C(c3ccccc3)c3ccccc3)C12 (centres undefined) ?
mcGAS MS inh: -4

Results for O=S(=O)(Nc1ccc(-n2cncn2)c(F)c1)N1CCCCC1 ?
mcGAS MS inh: -3

What do the screens show for `NC(=O)NC(CC(=O)N1CCN(c2ccccc2F)CC1)c1ccc(Cl)cc1` (centres undefined)?
mcGAS MS inh: -1

How did CC1CCN(c2nc3c(c(=O)n(C)c(=O)n3C)n2Cc2ccccc2)CC1 do in these assays?
mcGAS MS inh: -8

How did COc1ccc2cc(C(=O)C3CCCN(C(=O)c4sccc4C)C3)ccc2c1 (centres undefined) do in these assays?
mcGAS MS inh: -10

What do the screens show for `CN1CCC(C(=O)NCC2CCCOC2)CC1=O` (centres undefined)?
mcGAS MS inh: -10

How did Cc1cc(C(=O)NCC(C)(C)c2ccc3c(c2)OCO3)ccc1-n1cnnn1 do in these assays?
mcGAS MS inh: -28

Results for COc1ccsc1C(=O)N1CCCC1c1c(C)nn(C)c1Cl (centres undefined) ?
mcGAS MS inh: -8

Results for CCn1nc(C)c(CNC(C)CC(C)(C)OC)c1C (centres undefined) ?
mcGAS MS inh: -32

How did Cc1cc(=O)oc(C)c1C(=O)NC1CCC(C)CC1 (centres undefined) do in these assays?
mcGAS MS inh: -2

What do the screens show for `COC(=O)N1C(C)C2C=CC1C(C(=O)O)C2C(=O)O` (centres undefined)?
mcGAS MS inh: 7

What do the screens show for `C=CCn1c(SCc2cccc(C)c2)nc2c1c(=O)n(C)c(=O)n2C`?
mcGAS MS inh: -5

Results for O=C(c1ccc(=O)[nH]c1)N1CCC(N2CCCC(C(=O)N3CCCC3)C2)CC1 (centres undefined) ?
mcGAS MS inh: -14

How did COc1cccc(-c2nc(C=Nc3ccc(Cl)cc3C)c(O)o2)c1 do in these assays?
mcGAS MS inh: -4

How did C=CCN1CC2=C(C1=O)C(c1ccc(Br)cc1)NC(=O)N2 (centres undefined) do in these assays?
mcGAS MS inh: -5

How did O=C(CN1CCC[C@H]1C(=O)NC(c1ccccc1)c1ccccc1)Nc1ccccc1-n1cccc1 do in these assays?
mcGAS MS inh: -3

Results for O=C(Nc1n[nH]c(C2CCCCC2)n1)N1CCCC(c2ccccc2)C1 (centres undefined) ?
mcGAS MS inh: -33

Results for Cc1nc2ccccc2nc1NCCC1CCCO1 (centres undefined) ?
mcGAS MS inh: 3

What do the screens show for `O=C(NCc1ccccc1)c1c2c(nn1C1CCS(=O)(=O)C1)CCC2` (centres undefined)?
mcGAS MS inh: -12

What do the screens show for `Cn1c(SCc2ccc(Br)cc2F)nnc1-c1cccnc1`?
mcGAS MS inh: -10

How did COCc1ccc(C(=O)NCc2cccnc2-n2cnc3ccccc32)o1 do in these assays?
mcGAS MS inh: -2

How did CC(=O)Nc1ccc(-c2c(-c3ccccc3)ncn2C2CC=CC2)cc1 do in these assays?
mcGAS MS inh: -6

What do the screens show for `CCNC(=O)N1CCC(NC(=O)CSC(C)C)CC1`?
mcGAS MS inh: -3

Results for CC(C)CN(C(=O)CN(C)C1CCCCC1)c1c(N)n(CC(C)C)c(=O)[nH]c1=O ?
mcGAS MS inh: -5

How did N#CC(c1ccccc1)c1ccc(N)cc1 (centres undefined) do in these assays?
mcGAS MS inh: -10

How did CSCCC(NC(=O)c1ccccc1Br)C(=O)N1CCc2ccccc21 (centres undefined) do in these assays?
mcGAS MS inh: -1

What do the screens show for `C=C(C)Cn1c(=O)c2c(nc3n2CCN3c2ccc(C)cc2)n(C)c1=O`?
mcGAS MS inh: -4

Results for O=[N+]([O-])c1ccc2nc3c4ccccc4c4ccccc4c3nc2c1 ?
mcGAS MS inh: 0

What do the screens show for `Clc1ccc(-c2cncnc2)cc1Cl`?
mcGAS MS inh: -6

What do the screens show for `Cc1ccccc1N(CC(=O)N(C)Cc1cccc(Cl)c1Cl)S(C)(=O)=O`?
mcGAS MS inh: -1

How did CC(=O)NCCNC(=O)C1(C)CCN1Cc1ccc2ccccc2c1 (centres undefined) do in these assays?
mcGAS MS inh: -8

Results for CC1NCCN(c2cccc(F)c2)C1=O (centres undefined) ?
mcGAS MS inh: -5

How did CN(c1ncccc1C(=O)N1CCCC(O)(CO)CC1)C1CCCCC1 (centres undefined) do in these assays?
mcGAS MS inh: -32

How did Cc1cc(N(Cc2ccco2)C2CC2)n2nc(C(F)(F)F)nc2n1 do in these assays?
mcGAS MS inh: -3

What do the screens show for `Cc1ccc(CN2CCN(Cc3c[nH]c4ccccc34)CC2CCO)o1` (centres undefined)?
mcGAS MS inh: -7

What do the screens show for `CC(NC(=O)c1ccccc1OC(F)F)c1ccc(-n2ccnc2)cc1` (centres undefined)?
mcGAS MS inh: -12

Results for CCNC(=O)c1sc(=S)n(CC)c1N ?
mcGAS MS inh: -3

Results for C=CCc1c(C)c(C#N)c2nc3ccccc3n2c1NCc1ccccn1 ?
mcGAS MS inh: -3

Results for N#CCc1c(C#N)c(N)nc(N2CCCc3ccccc32)c1C#N ?
mcGAS MS inh: -1

How did CN(Cc1nnsc1Cl)C(c1ccccc1)C(F)(F)F (centres undefined) do in these assays?
mcGAS MS inh: -5

Assay outcomes from PubChem BioAssay.

Some of the compounds tested. The share of hits here may be higher or lower than overall.
